AmpC inh no detg: qHTS Inhibitors of AmpC Beta-Lactamase (assay without detergent); P00811; AmpC nitrocefin hydrolysis, absorbance 480 nm, 0.0001% Triton; Potency, µM (titrated, usually from 57.1 µM), for inactives: at the highest dose activity change, negative = inhibition, most hits filed as inhibitors; 330,000 tested, 0.52% active;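 note: potency is the fitted concentration of half-maximal effect; plate controls were no compound for no effect and no enzyme for full effect; nearly all actives have a fitted effect of over 20% in size; some results filed as inactive show a strong effect at the top dose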
Target sequence (P00811 whole entry, looked up): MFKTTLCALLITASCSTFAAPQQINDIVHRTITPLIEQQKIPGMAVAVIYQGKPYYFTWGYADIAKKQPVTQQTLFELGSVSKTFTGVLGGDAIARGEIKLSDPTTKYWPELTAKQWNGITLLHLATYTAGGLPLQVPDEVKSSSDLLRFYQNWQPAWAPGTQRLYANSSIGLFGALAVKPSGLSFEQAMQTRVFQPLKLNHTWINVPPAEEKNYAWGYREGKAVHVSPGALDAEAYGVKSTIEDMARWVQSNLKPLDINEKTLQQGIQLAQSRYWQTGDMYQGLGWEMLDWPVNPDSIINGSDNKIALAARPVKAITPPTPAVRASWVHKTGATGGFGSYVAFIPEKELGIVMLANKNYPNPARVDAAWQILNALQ
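20 mM phosphate pH 7.0 + 0.01% (detergent screen) or 0.0001% Triton X-100; 5.3 nM AmpC reagent; cpd preinc 15 min RT; nitrocefin (800 uM stock) to start; A480 q20 s × 4 min; Activity was normalised to no-enzyme and no-compound control wells.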
Tb PYK inh: qHTS of Trypanosoma Brucei Inhibitors; TbPYK enzyme, Kinase-Glo Plus ATP luminescence, 45 min; Potency, µM (series often up to 76.8 µM), without a hit: at the highest dose activity, negative = inhibition, usual class: inhibitors; 410,000 tested, 0.12% active; AID 624173, 2012; note: potency is the fitted concentration of half-maximal effect; nearly all actives have a fitted effect of over 50% in size
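ADP (130 uM final) triggers the TbPYK reaction after compound addition; incubation is 45 min at room temperature. Kinase-Glo Plus is then added and luminescence imaged. Normalized data are fitted to concentration-effect curves.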
AMA1 RON2 block: qHTS for Inhibitors of AMA1-RON; Towards Development of Antimalarial Drug Lead: Primary Screen | Plasmodium falciparum AMA1 (3D7) - RON2 peptide interaction | AlphaScreen AMA1-biotinylated RON2 peptide binding | Potency, µM (highest dose often 58.2 µM), for inactives: at the top dose activity change, negative = inhibition, actives largely listed as inhibitors | 360,000 tested, 0.2% active;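 note: potency is the fitted concentration of half-maximal effect; 0% = vehicle wells and -100% = peptide control; nearly all actives have a fitted effect of over 45% in size; some results filed as inactive show a strong effect at the top dose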
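AMA1 (3D7) with his tag at 25 nM final met compounds first, then biotinylated RON2 peptide at 25 nM; detection used donor plus acceptor beads, 10 µg/mL apiece, read by AlphaScreen after 30 min at room temperature.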
AmpC inh detg: qHTS Inhibitors of AmpC Beta-Lactamase (assay with detergent) | AmpC hydrolysis of nitrocefin, absorbance 480 nm, 0.01% Triton | Potency, µM (highest dose often 114 µM), inactives show at the highest dose activity change, negative = inhibition, hits mostly inhibitors | 370,000 tested, 0.041% active;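 note: potency is the fitted concentration of half-maximal effect; 0% = no-compound wells and -100% = no-enzyme wells; nearly all actives have a fitted effect of over 25% in size; some results filed as inactive show a strong effect at the top dose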
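AmpC (5.3 nM in the dispensed reagent) in 20 mM phosphate pH 7.0 with 0.01% (detergent screen) or 0.0001% Triton X-100 was preincubated with compounds for 15 min at room temperature. Nitrocefin was then added from an 800 uM solution, and hydrolysis was followed at 480 nm.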
HCMV antiviral: qHTS Assay for inhibitors of the human cytomegalovirus (HCMV); HFF cells, HCMV-luciferase reporter, 72 h; stronger effect = lower value; activity change, negative = inhibition, % at 57.5 µM; 410,000 tested, 4.5% active; AID 1259415, 2018; in the data active = activity change below about -60%; inconclusive = no clear call, values can overlap the other calls; inactive = above about -39%
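Two compound doses tested in HFFs infected with HCMV-luciferase, MOI 1 PFU/cell, 72 h at 37C. Lysate luminescence read with OneGlo; data normalized against buffer-only and 10uM Salinomycin inhibitor controls.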
LmPK inh: qHTS Assay for Inhibitors of Leishmania Mexicana Pyruvate Kinase (LmPK); Q27686; purified LmPK, Kinase-Glo ATP luminescence, 1 h; Potency, µM (series often up to 57.5 µM), for the others: top-dose activity change, negative = inhibition, most hits filed as inhibitors; 290,000 tested, 0.37% active; AID 1721, 2009; note: potency is the fitted concentration of half-maximal effect
Target sequence (Q27686 whole entry, looked up): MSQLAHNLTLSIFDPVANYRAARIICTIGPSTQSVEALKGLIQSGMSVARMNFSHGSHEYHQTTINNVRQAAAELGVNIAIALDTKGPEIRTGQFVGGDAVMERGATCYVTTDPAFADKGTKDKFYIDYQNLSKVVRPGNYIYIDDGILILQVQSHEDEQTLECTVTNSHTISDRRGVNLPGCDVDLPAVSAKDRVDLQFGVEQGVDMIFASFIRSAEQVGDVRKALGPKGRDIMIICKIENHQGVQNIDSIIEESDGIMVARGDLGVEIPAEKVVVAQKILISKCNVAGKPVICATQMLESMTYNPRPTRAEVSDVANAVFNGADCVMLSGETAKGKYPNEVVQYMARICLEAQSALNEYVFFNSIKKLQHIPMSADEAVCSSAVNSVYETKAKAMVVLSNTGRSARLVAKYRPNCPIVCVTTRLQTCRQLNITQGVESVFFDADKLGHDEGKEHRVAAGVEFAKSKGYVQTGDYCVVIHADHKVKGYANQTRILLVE
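Purified LmPK (0.1 nM) with 0.5 mM PEP and 0.1 mM ADP in imidazole buffer pH 7.2 with MgCl2/KCl, 1 h at room temperature. ATP formed was read by luciferase luminescence and normalized to no-enzyme and uninhibited controls.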
HCV inhibitor: qHTS Assay for Inhibitors of Hepatitis C Virus (HCV); Huh7.5.1 HCVcc-Cre infection, luciferase reporter, 44 h; Potency, µM (doses to about 41.8 µM), without a hit: at the top dose activity change, negative = inhibition, hits mostly inhibitors; 340,000 tested, 3.4% active; AID 651820, 2012; note: potency is the fitted concentration of half-maximal effect
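Compounds are dispensed onto cells plated 4 h earlier at 1,000 per well, with HCVcc-Cre virus (about 0.5 moi) added next. Following 44 h of culture, luminescent signal is measured for 15 sec after 15 min with substrate at room temperature.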
Numbers without * were called inactive; ? = inconclusive; / = no result given; & = joins results of further samples; [ ] = remark or other dose. Unless noted, calls come from the whole dose curve; as a rule, active = well fitted curve in the direction sought with a large enough effect; inconclusive = small, poorly fitted or top-dose-only effect, or another doubt; inactive = no such curve, though single readings can be large; an effect the other way counts as inactive or inconclusive. Unless noted, % is set by controls: 0 for no effect and ±100 for the full control effect.

SMILES	AmpC inh no detg	Tb PYK inh	AMA1 RON2 block	AmpC inh detg	HCMV antiviral	LmPK inh	HCV inhibitor
c1ccc(-n2nnc3ccccc32)cc1	-24%	1%	2%	?	?	-11%	?
COCCCNC(=S)NC(=O)c1ccccc1	-8%	-10%	12%	-7%	63	-3%	1%
COc1cc(OC)cc(C(=O)Nc2ccccc2C(=O)N2CCCC2)c1	-35%	-3%	-4%	?	6	-1%	5%
CCOC(=O)C1CCCN(C(=O)c2ccc(F)c(C)c2)CC1 (stereo not drawn)	/	-20%	-1%	/	19	/	/
COc1ccc(CCNc2c([N+](=O)[O-])ncn2C)cc1OC	-4%	-5%	-4%	0%	-1	-3%	9%
O=C(CN1CCN(C(=O)C2CCCO2)CC1)Nc1cc(Cl)ccc1Cl (stereo not drawn)	92%[activator]	9%	0%	-3%	-38	-10%	4%
O=C(CCn1c(=O)c2cccn2c2cccnc21)N1CCN(c2ccccc2F)CC1	/	-1%	/	-5%	17	/	/
CN1CCN(C(=O)c2ccc3c(c2)N(Cc2cccc(Cl)c2)C(=O)c2ccccc2S3(=O)=O)CC1	186%[activator]	3%&-4%	7%	2%&-2%	?	-5%	-20%
O=C(/C=C/c1ccc(OCCCF)cc1)NCc1cccc(Cl)c1	-19%	-7%	13%	1%	33	3%	?
NC(=O)CN1CCOCCOCCOCCOCCOCC1	1%	-2%	0%	-5%	118	-7%	19%
C=CCn1c(=O)c2ccccc2n2c(SCC(=O)NCC)nnc12	-16%	-4%	-1%	4%	?	0%	4%
CCOC(=O)c1cccc(NC(=O)COc2ccc3c(C)cc(=O)oc3c2)c1	/	1%	/	11%	-25	/	/
COc1ccc(-c2nc3scc(CCNC(=O)Cc4ccc(F)cc4)n3n2)cc1	/	-9%	/	-6%	-9	/	/
CCc1ccccc1NC(=O)Cn1c(=O)n(CCCS(=O)(=O)C2CCCCC2)c(=O)c2ccccc21	/	0%	/	-4%	-14	/	/
Cc1ccc(S(=O)(=O)Nc2nc(C)c(C(=O)NNS(=O)(=O)c3ccccc3)s2)cc1	-32%	-2%	-17%	1%	11	2%	6%
COCCNC(=O)CN(Cc1ccccc1)C(=O)CCC(=O)Nc1nccs1	3%	1%	1%	3%	19	-4%	5%
C[C@@H]1COc2cc(N3CCN(Cc4ccccc4F)CC3)ccc2S(=O)(=O)N1	/	-4%	3%	/	-17	/	/
COc1ccc(NC(=O)CN(C)CC(=O)NCC(=O)Nc2ccc(F)cc2)cc1	-2%	-9%	57%[activator]	?	14	/	-6%
CC(C)NC(=S)N1CCN(S(C)(=O)=O)CC1	-11%	-1%	11%	-2%	-13	-5%	15%
Cc1cnc(C(=O)OCC(=O)NC2CCCC(C)C2C)cn1 (stereo not drawn)	-13%	-6%	10%	-12%	9	6%	?
CCOc1cc(C2/C(=C(\O)c3cc(C)ccc3C)C(=O)C(=O)N2CCN(C)C)ccc1O (stereo not drawn)	-4%	-5%	-5%	-4%	4	-3%	12%
O=C(CCCc1ccccc1)NC1CCSC1=O (stereo not drawn)	-13%	3%	2%	?	55	1%	4%
O=C(Nc1ccccc1)Nc1cccc(-c2nnco2)c1	-24%	1%	21%	1%	/	1%	-24%
CCc1cccc(CC)c1NC(=O)CSc1nnc(C2CC2)n1C	0%	5%	2%	?	-3	-2%	9%

As a short view, some entries already given.
SMILES	AmpC inh no detg	Tb PYK inh	AMA1 RON2 block	AmpC inh detg	HCMV antiviral	LmPK inh	HCV inhibitor
CCc1ccccc1NC(=O)Cn1c(=O)n(CCCS(=O)(=O)C2CCCCC2)c(=O)c2ccccc21	/	0%	/	-4%	-14	/	/
Cc1ccc(S(=O)(=O)Nc2nc(C)c(C(=O)NNS(=O)(=O)c3ccccc3)s2)cc1	-32%	-2%	-17%	1%	11	2%	6%
COCCNC(=O)CN(Cc1ccccc1)C(=O)CCC(=O)Nc1nccs1	3%	1%	1%	3%	19	-4%	5%

Further structures
SMILES	AmpC inh no detg	Tb PYK inh	AMA1 RON2 block	AmpC inh detg	HCMV antiviral	LmPK inh	HCV inhibitor
NS(=O)(=O)c1ccc(NC(=O)COC(=O)Cc2ccc(Cl)cc2)cc1	-34%	4%	-9%	-8%	-9	0%	8%
CCC1CCCCN1C(=O)c1noc(C(C)C)c1[N+](=O)[O-] (stereo not drawn)	-13%	-17%	24%	?	-32	3%	12%
O=c1[nH]c(NCCO)nc2c1C1(CCCC1)Cc1ccccc1-2	-9%	-13%	-8%	3%	45	5%	-15%
COc1ccc(CN(C(=O)CN2C(=O)NC3(CCC(C)CC3)C2=O)C(C)Cc2cccs2)cc1 (stereo not drawn)	25%	-1%	-7%	-12%	-4	/	?
COC(=O)c1sc(-c2ccc(C(C)(C)C)cc2)cc1NC(=O)c1ccccc1C(=O)O	-7%	1%	6%	1%	44	1%	-7%
C=CCN(C(=O)c1cccc(C(F)(F)F)c1)C1(C(=O)Nc2ccccc2)CCN(C(C)C)CC1	-19%	-1%	-16%	-2%	-15	-4%	?
COC(=O)C1=C(C)C(c2ccc(OC)cc2OC)NC(=O)N1 (stereo not drawn)	-6%	-5%	9%	-8%	-5	0%	0%
Cc1ccc(NC(=S)/C(=C(\[O-])c2ccc(C)c([N+](=O)[O-])c2)[n+]2ccccc2)cc1C	0%	/	/	-1%	/	2%	/
Cc1ccc(C(=O)Nc2nnc(S(=O)(=O)N3c4ccccc4CC3C)s2)cc1 (stereo not drawn)	/	-3%	/	16%	0	/	/
Oc1ccc(C[C@H]2CN([C@@H](Cc3ccccc3)CN3CCC[C@@H]3CN3C(=S)NC[C@@H]3Cc3ccccc3)C(=S)N2CC2CCCCC2)cc1	/	-5%	14%	/	-7	/	/
Cc1ccc2nc(CSc3nnc4ccccn34)cc(=O)n2c1	-8%	-1%	12%	2%	14	8%[11.5 µM]	12%
CCCCOC(=O)C1=C(C)N(C)C(=O)NC1c1cc2c(cc1Br)OCO2 (stereo not drawn)	/	1%	-2%	/	10	/	/

Retrieved by compound from the list above:
SMILES	AmpC inh no detg	Tb PYK inh	AMA1 RON2 block	AmpC inh detg	HCMV antiviral	LmPK inh	HCV inhibitor
Cc1ccc2nc(CSc3nnc4ccccn34)cc(=O)n2c1	-8%	-1%	12%	2%	14	8%[11.5 µM]	12%
COC(=O)C1=C(C)C(c2ccc(OC)cc2OC)NC(=O)N1 (stereo not drawn)	-6%	-5%	9%	-8%	-5	0%	0%

Going on with the list:
SMILES	AmpC inh no detg	Tb PYK inh	AMA1 RON2 block	AmpC inh detg	HCMV antiviral	LmPK inh	HCV inhibitor
CC1CCN(C(=O)c2c(NC(=O)c3ccccc3F)sc3c2CCC(C(C)(C)C)C3)CC1 (stereo not drawn)	/	-15%	/	6%	-9	/	/
Cc1cccc(C(=O)Nc2nnc(Cc3c[nH]c4ccccc34)s2)c1	-22%	-19%	12%	-1%	-17	0%	?
Cc1ccccc1CN1CCC(CNC(=O)C2CCCN(c3ncnc4c3nc3n4CCCCC3)C2)CC1 (stereo not drawn)	137%[activator]	-13%	4%	-1%	-30	5%	-19%
CCN(CCCNC(=O)CN(C)S(=O)(=O)c1cccc2nsnc12)c1ccccc1	70%[activator]	0%	-9%	-6%	-13	-3%	?
COc1cc(/C=C(/C#N)c2ccc(F)cc2)ccc1Oc1ccc([N+](=O)[O-])cn1	28µM*	-5%	-26%	-19%	-61*	0%	2.5µM*
Cc1ccc2oc(C(=O)N3CCN(C)C[C@@H]3C(C)C)c(C)c2c1	60%	1%	-7%	-3%	74	1%	3%
Cc1ccc(C(=O)N2CCCC2)cc1Br	-9%	37%	-11%	-11%	39	1%	-11%
COC(=O)c1cc(O)cc(OC)c1Oc1cc(C)cc(O)c1C(=O)O	-40%	0%	?	3%	-106*	11%	14%
COc1ccc2cc(C(=O)NCc3ccc4c(c3)CCN4C(=O)c3ccc(C)cc3)[nH]c2c1	/	10%	/	-4%	67	/	/
O=[N+]([O-])c1cc(S(=O)(=O)N2CCCC2)ccc1NCCCN1CCOCC1	-11%	0%	8%	3%	2	-3%	-2%
CN=C1S/C(=C\c2ccc(SC)cc2)C(=O)N1C	-7%	0%	-24%	4%	-39	-11%	?
Cc1cc2oc(C(=O)Nc3ccc(S(=O)(=O)Nc4onc(C)c4C)cc3)cc(=O)c2cc1C	/	-3%	/	1%	-2	/	/
COc1ccc(OC)c2[nH]c(=O)c(CCNC(=O)c3cc4ccccc4o3)cc12	118%[activator]	4%	-5%	1%	11	2%	?
CCOc1ccc(-n2c(Cc3cc(=O)[nH]c(=O)[nH]3)nnc2SCc2cccnc2)cc1	-5%	/	/	-11%	?	-13%	/
S=c1[nH]nc(-c2ccncc2)n1/N=C/C(Cl)=C\c1ccccc1	-42%	?	51%[activator]	1%	-87*	0%	-13%
O=C(NCc1ccco1)c1ccc(=O)oc1	0%	5%	8%	-12%	97	5%	6%
Cc1ccc(NC(=O)CN2CCc3cc4c(cc3C2)OCCCO4)cc1	13%	4%	-11%	-1%	17	-10%	-15%
COc1ccc(CCCNC(=O)C2CCC(=O)N(CCc3cccc(F)c3)C2)cc1 (stereo not drawn)	143%[activator]	-5%	-7%	-2%	21	-6%	15%
CCOC(=O)C1CCN(C(=O)c2c(C)oc3c2C(=O)c2ccccc2C3=O)CC1	13%	-8%	-2%	?	-2	-1%	-13%
COc1cccc(NC(=O)C2CC(=O)OC23CCOC(C)(C)C3)c1 (stereo not drawn)	-8%	-10%	4%	-6%	-11	-3%	4%
N#CCC(=O)Nc1ccc(C(=O)N2CCN(S(=O)(=O)c3ccc4ccccc4c3)CC2)cc1	-12%	-2%	-2%	-1%	?	2%	14%
CC1CCN(CCC(=O)NN)CC1	-18%	-8%	41%[activator]	-4%	-4	3%[11.5 µM]	-3%
O=C(NCCC(=O)N1CCN(c2ccccn2)CC1)c1ccc(Cl)cc1	-13%	4%	-2%	/	9	/	-11%
Cc1nnc(NC(=O)Oc2ccccc2)s1	-11%	-16%	11%	-15%	-26	-2%	7%
Cc1ccc(NC(=O)CN2C(=O)S/C(=C/c3ccc(O)c([N+](=O)[O-])c3)C2=O)cc1C	-49%	-3%	-15%	50µM*	-38	-1%	13%
CNC(=O)N(O)C1N(NC(=O)Nc2ccccc2)C(=S)SC1(C)C (stereo not drawn)	/	5%	-16%	/	1	/	?
Cc1cccc(N(C(=O)CNC(=O)c2cccs2)C(C(=O)NC2CCCC2)c2cccnc2)c1 (stereo not drawn)	-8%	-1%	3%	-18%	-32	3%	15%
COc1cccc(-c2nc(N3CCCCC3)c3ccccc3n2)c1O	/	5%	?	/	46	/	?
